Screening data from PubChem BioAssay.
HIV peptide binding: inhibitors of HIV fusion peptide binding, primary screen, biochemical, uHTS, fluorescence dequenching (AID 1986); cell-free peptide binding, fluorescence dequenching, 30 min; higher % means a stronger effect; 290,000 compounds, 0.3% hits; inhibition, % at 20 µM; hits with a dose series show IC50 in µM; in the data active = inhibition mostly above about 52%, no sharp cut-off; inactive = mostly below about 76%; note: some results filed as inactive read as strong as hits
KOR beta-arrestin-1: KOR agonists, beta-arrestin recruitment, primary screen, cell-based, luminescence, uHTS (AID 1777); one-dose activation, % at 10 µM; EC50 in µM for titrated hits; KOR beta-arrestin recruitment, luminescence; higher % means a stronger effect; 280,000 compounds, 0.02% hits; in the data active = activation above about 50%, passing the limit was not always enough; note: a part of the inactive calls stands beside numbers as strong as those of hits
GPR35 arrestin U2OS: GPR35 antagonists blocking zaprinast-driven arrestin recruitment, primary screen, imaging, U2OS, beta-arrestin-GFP, zaprinast agonist (AID 2058); inhibition, % at 10 µM; hits with a dose series show IC50 in µM; 290,000 compounds, 0.052% hits; U2OS GPR35 beta-arrestin-GFP translocation imaging, zaprinast antagonism; higher % means a stronger effect;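 active = inhibition of at least 50% with at least 30 cells and total cytoplasm GFP at most 10,000,000; inconclusive = under 30 cells or total GFP of 10,000,000 plus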
NOD2 inhibition: inhibition of NOD2-driven NF-kB reporter – cell-based, luminescence, uHTS, HEK293 (AID 1566); HEK293 NOD2/NF-kB luciferase reporter, luminescence; higher % means a stronger effect; one-dose inhibition, % at 4 µM; EC50 in µM for titrated hits; 290,000 compounds, 0.63% hits; note: many of its hits are not listed in these tables
NOD1 NF-kB reporter: NOD1 signaling inhibitors, primary screen, cell-based, luminescence, uHTS (AID 1578); NOD1-driven NF-kB luciferase reporter cells, luminescence; higher % means a stronger effect; one-dose inhibition, % at 4 µM; EC50 in µM for titrated hits; 290,000 compounds, 1% hits; in the data active = inhibition mostly above about 36%, no sharp cut-off; inactive = mostly below about 34%;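 note: HEK-293T reporter cells stimulated with the NOD1 agonist gamma-tri-DAP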
GPR55 beta-arrestin: selective activators of receptor GPR55 – imaging, U2OS cells, beta-arrestin-GFP redistribution, primary screen (AID 1961). U2OS GPR55 beta-arrestin-GFP redistribution imaging; higher % means a stronger effect. activation, % at 10 µM, or EC50 in µM where a hit was titrated. 290,000 compounds, 0.048% hits;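 active = activation above 40% with more than 50 cells counted in the well; inconclusive = wells holding fewer than 50 cells, flagged as toxic or sparse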;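 note: U2OS osteosarcoma cells stably expressing GPR55 and beta-arrestin-GFP; plate controls were DMSO negative control for no effect and LPI positive control for full effect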
GPR55 antagonists: GPR55 antagonists blocking LPI-driven arrestin recruitment, primary screen, imaging, U2OS, beta-arrestin-GFP, LPI agonist (AID 2013); 290,000 compounds, 0.13% hits; one-dose inhibition, % at 10 µM; IC50 in µM for titrated hits; U2OS GPR55 beta-arrestin-GFP translocation imaging, LPI antagonism; higher % means a stronger effect;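 active = spots per cell inhibited over 60%, with over 100 cells counted and total cytoplasm intensity under 500,000; inconclusive = wells with under 100 cells, flagged as likely toxic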;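 note: U2OS cells stably carrying GPR55 and arrestin-GFP stimulated by 5 µM LPI near EC80; imaged beta-arrestin-GFP aggregate spots per cell after agonist stimulation; plate controls were LPI-stimulated DMSO wells for no effect and DMSO wells without LPI for full effect; some results filed as inactive read as strong as hits; confirmed hits need IC50 under 10 µM and bright autofluorescent wells are also inconclusive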
KOR beta-arrestin-2: kappa opioid receptor blockers – cell-based, luminescence, uHTS (AID 1778) | KOR beta-arrestin recruitment, luminescence, antagonist mode; higher % means a stronger effect | one-dose inhibition, % at 10 µM; IC50 in µM for titrated hits | 290,000 compounds, 0.091% hits; note: strong numbers were not always called active
Myeloid diff 2: myeloid differentiation induction; calls only at 10 µM; ER-HoxA9 myeloid progenitors, lysozyme-GFP differentiation, flow cytometry; 360,000 compounds, 1% hits;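 active = normalized GFP-positive differentiation at or above the plate's own cutoff, the solvent-only control mean plus 3 SD; inconclusive = no clear call, values can overlap the other calls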;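 note: cells exposed to compound for four days before flow analysis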
Myeloid diff 2 GFP+ MAC1+ %: also measured in Myeloid diff 2; calls as there; GFP+ MAC1+ double positive, %; measured here: differentiation confirmed by MAC1 staining
* hit, by the source's call; i = inactive; ? = inconclusive; · = no result given; [ ] = another dose, or the depositor's remark. Cut-off read from the data, not from the text of the source, unless noted: active = inhibition above about 50%; inactive = the rest. A portion of the library; count on the stated rates, not on these rows.

SMILES | HIV peptide binding | KOR beta-arrestin-1 | GPR35 arrestin U2OS | NOD2 inhibition | NOD1 NF-kB reporter | GPR55 beta-arrestin | GPR55 antagonists | KOR beta-arrestin-2 | Myeloid diff 2 | Myeloid diff 2 GFP+ MAC1+ %
COc1ccccc1CC(=O)NC12CC3CC(CC(C3)C1)C2 | 0.6% | -4.3% | 1% | -1% | -25% | -0.1% | -5% | 17% | i | 0.2
CCOCCCn1c(=S)[nH]c2cc(C(=O)N3CCN(C4CCCCC4)CC3)ccc2c1=O | 0.1% | -3.6% | 0% | 22% | -11% | -0.2% | 9% | 23% | i | 1.7
O=C(CC1Oc2ccccc2NC1=O)NCCCN1CCOCC1 (stereo unspecified) | -2.6% | -5.0% | -5% | 5% | -20% | -0.3% | -3% | -4% | i | 1.9
CC(=O)NCCn1c(SCc2ccccc2C)nc2ccccc2c1=O | -1.9% | 8.0% | -1% | 17% | -5% | -0.1% | 2% | -11% | i | 0.8
C=CCn1c(=O)c2c(nc3n2CCCN3CCc2ccccc2)n(C)c1=O | -0.4% | 3.3% | 5% | 16% | 2% | -0.1% | -4% | -22% | i | 0.0
COc1ccc(C(=O)NNC(=O)CSc2nnc(C(C)C)n2C)cc1 | 0.8% | -1.9% | 11% | 20% | -7% | 0.3% | 13% | -24% | · | ·
Cc1ccc(-c2nnc(Nc3ccc(C(=O)N(C)C)cc3)c3ccccc23)cc1S(=O)(=O)NC(C)(C)CO | -1.5% | 5.0% | 5% | 0% | 6% | -0.2% | 4% | 5% | i | 0.6
COc1cc(CC(=O)OCC(=O)Nc2ncc(Cl)cc2Cl)cc(OC)c1OC | -1.2% | 4.7% | 5% | -9% | -1% | 0.3% | 4% | 18% | i | 1.3
CC(=O)Nc1nc(C2COc3ccccc3O2)cs1 (stereo unspecified) | -0.6% | -1.6% | -4% | -102% | -26% | -0.3% | 12% | -18% | i | 1.0
O=C(CN(Cc1ccccc1Cl)C(=O)c1csnn1)NC1CCCC1 | 1.0% | 2.7% | -12% | 11% | -95% | -0.1% | 0% | 21% | i | 0.8
COc1cccc(-n2c(=O)[nH]cc(C(=O)Nc3ccc(NC(C)=O)cc3)c2=O)c1 | 5.5% | -6.3% | -8% | 5% | 5% | 0.3% | 0% | 20% | i | 2.2
N=C(N)SCc1cn(-c2ccccc2)nc1-c1ccc(Br)cc1 | 0.9% | 123% | -8% | 9% | -22% | 1.5% | 43% | -20% | ? | ·
Cn1cc(Cl)c(C(=O)Nc2cnn(Cc3ccc(F)cc3)c2)n1 | 0.8% | 2.6% | -5% | 9% | -29% | 0.4% | -3% | -26% | i | 0.9
CNC(=O)N/N=C(\N)c1ccccn1 | 0.7% | -3.4% | 13% | 0% | -2% | 0.1% | 12% | 4% | i | 0.2
O=C(c1ccccc1)c1ccc(OCC(O)CN2CCN(S(=O)(=O)N3CCCCC3)CC2)cc1 (stereo unspecified) | -1.8% | 0.5% | 11% | 13% | 26% | 0.3% | 6% | 5% | i | 0.5
CCN(CC(=O)NCc1ccc(Cl)cc1)C(=O)C(C)Sc1ccccc1 (stereo unspecified) | -1.7% | 4.2% | 1% | -12% | -35% | -0.1% | -1% | -4% | i | 1.3
Cc1ccc(OC(=O)COc2ccccc2)c(-n2nc3ccccc3n2)c1 | 5.2% | -4.3% | -15% | -36% | -27% | -0.2% | -4% | -25% | i | 1.4
CCOc1ccc(OCCN2C(=O)NC(Cc3c[nH]c4ccccc34)C2=O)cc1 (stereo unspecified) | 1.8% | -5.9% | -5% | 10% | -5% | -0.1% | -2% | -4% | i | 1.7
COc1ccccc1CNC(=O)COC(=O)CCC(=O)c1cccs1 | -1.0% | -3.6% | 19% | 13% | -2% | 0.6% | 1% | -16%[20 µM] | i | 0.3
CCCN=C1CC(C)(C)CC(=O)/C1=C(/O)CCC | 0.9% | · | 14% | 16% | -27% | -0.1% | 5% | -4%[20 µM] | i | 0.7
O=C(CCS(=O)(=O)Cc1ccccc1F)NCCCN1CCCCC1 | -2.2% | -1.7% | 19% | -1% | 1% | -0.3% | 9% | 7% | i | 0.9
O=C(Cn1c(O)c(/C=C2\C=Nc3ccccc32)sc1=O)N1CCOCC1 | -0.9% | -0.4% | 4% | 16% | 13% | -0.1% | 12% | -17%[20 µM] | i | 0.5
CCCCc1cc(=O)oc2cc(C)cc(OC(C)C(=O)NCc3ccccn3)c12 (stereo unspecified) | 1.1% | -8.2% | 2% | 8% | -15% | -0.2% | -5% | -28% | i | 1.0
COc1ccc(-n2nc([N+](=O)[O-])c(=NCCCN3CCCC3=O)n2O)cc1 | -0.4% | -2.0% | 8% | -14% | -23% | 0.6% | 6% | 12% | i | 0.6
O=C(NCCCCc1ccccc1)c1ccccc1F | 0.3% | -4.2% | -8% | -22% | -18% | -0.2% | 6% | 7% | i | 0.8
O=C(Nc1nc2c(Cl)ccc(Cl)c2s1)c1ccco1 | -1.8% | -2.2% | 0% | -12% | -1% | -0.2% | -10% | -43% | i | 1.8
CCOc1ccccc1NC(=O)COC(=O)CN(C)S(=O)(=O)c1ccc(C)cc1 | -1.8% | 0.6% | 0% | 4% | 4% | -0.2% | -1% | · | i | 0.4
CCN(CC(=O)Nc1ccc(NC(C)=O)cc1)C(=O)/C=C/c1ccc(S(=O)(=O)N2CCCCCC2)cc1 | 1.0% | 0.9% | 5% | -2% | -19% | -0.1% | 1% | -7% | i | 2.4
COc1cc2c(cc1NC(=O)CSc1nnc(COc3ccc(Cl)cc3)n1C)oc1ccccc12 | -1.7% | 6.0% | -15% | -25% | -16% | -0.1% | 12% | -31% | i | 11
Cc1ccc2nc(-c3cccnc3)cc(C(=O)Nc3ccccc3[N+](=O)[O-])c2c1 | -1.5% | 2.6% | -4% | 16% | -4% | -0.1% | 12% | -1% | i | 1.6
Cc1ccc(NC(=O)COc2ccc(Br)cc2CO)cc1 | 0.2% | 6.1% | 11% | -22% | -20% | 0.3% | 5% | 15% | i | 1.1
CC(=O)c1cc2c(cc1NC(=O)c1ccc(C)cc1)OCCO2 | -0.4% | -0.1% | -9% | 21% | -20% | -0.1% | 20% | -29%[20 µM] | i | 0.5
COc1ccc(S(=O)(=O)N2CCC(C(=O)Nc3cccc(C(C)=O)c3)CC2)cc1 | 1.3% | 1.6% | 11% | 10% | -4% | -0.3% | 5% | 6% | i | 0.6
CCn1c(=O)c([N+](=O)[O-])c(NCCN(C)C)c2ccccc21 | -3.3% | 0.0% | 30% | -19% | 12% | -0.2% | -1% | 0%[20 µM] | i | 0.1
CCC(NC(=O)c1cc(COc2ccc(F)cc2Cl)on1)c1ccncc1 (stereo unspecified) | -0.8% | -1.0% | -2% | -5% | -25% | 0.0% | -1% | -34% | i | 0.5
COc1ccc(CCNc2ccncn2)cc1OC | -1.4% | -5.3% | 10% | 12% | -3% | -0.1% | -6% | 13% | i | 0.7
COc1ccc(S(=O)(=O)Cc2ccc(C(=O)NCc3ccc(C)cc3)o2)cc1 | -0.2% | -1.4% | 5% | 17% | -24% | 0.5% | -6% | -26% | i | 5.0
Cc1cc(C)nc(-n2nc(C)c(Sc3ccc(F)cc3)c2N)n1 | 2.1% | -2.9% | 8% | -72% | -100% | -0.2% | 3% | -3% | i | 9.3
CCOC(=O)C1(C(F)(F)F)N=C(C(F)(F)F)Nc2cc(C)c(C)cc21 (stereo unspecified) | 1.1% | 0.4% | 21% | -9% | -21% | -0.2% | 20% | -9% | i | 0.4
O=C(Cc1ccccc1)N/N=C/c1ccc(OC(=O)/C=C\c2ccco2)cc1 | 78% | -3.9% | -4% | 13% | -21% | 0.9% | -2% | 22% | i | 1.2
COc1ccc(CNC(=O)N2CCN(S(=O)(=O)c3ccccc3)CC2)cc1 | 1.5% | -1.6% | -15% | -6% | -26% | 0.2% | 4% | -18% | i | 0.1
COc1cccc(NC(=O)c2ccccc2N2C(=O)C3C4C=CC(C4)C3C2=O)c1 (stereo unspecified) | 0.4% | -1.6% | -2% | -12% | -45% | -0.1% | 1% | 11% | i | 1.1
CS(=O)(=O)Nc1ccc(C(=O)N2CCCC2)cc1 | 0.6% | -8.4% | 2% | 4% | 22% | -0.1% | 1% | 12% | i | 4.5
COc1ccc(NC(=S)N(CCN(C)C)C(C)c2ccco2)cc1 (stereo unspecified) | -1.4% | 4.2% | -6% | 15% | -13% | -0.2% | 3% | 13% | i | 0.2
CC(C)CN(C(=O)COc1cccc(-n2cnnn2)c1)C1CCS(=O)(=O)C1 (stereo unspecified) | 1.1% | -5.7% | 14% | 2% | -34% | -0.1% | 13% | 35% | i | 0.5
O=C(Cc1ccccc1Cl)NC1(O)C(=O)c2ccccc2C1=O | 0.3% | -2.5% | -8% | 4% | -13% | -0.1% | -6% | -2% | i | 1.6
COc1ccc(C2(CNC(=O)Cc3ccccc3)CCCC2)cc1OC | 0.6% | 0.1% | 6% | 0% | -26% | -0.1% | 0% | 13% | i | 1.2
CC(=O)c1ccc(NS(=O)(=O)c2ccc(C)cc2)cc1 | -2.8% | · | -4% | 10% | -19% | -0.1% | -3% | -8% | i | 1.6
Cn1c(-c2ccccc2)cnc1NCc1ccc(-c2ccccc2)cc1 | -0.7% | -5.7% | -16% | -5% | -20% | -0.2% | -17% | -76%[20 µM] | i | 0.6
O=C(NN=C1CCCCCCCCCCC1)c1cccc(S(=O)(=O)N2CCOCC2)c1 | 1.7% | 3.6% | 11% | 14% | 2% | -0.1% | 6% | -5% | i | 0.5
COc1ccc(CNC(=O)Cn2c(=O)oc3cc(S(=O)(=O)N4CCCC4)ccc32)cc1 | -3.1% | -5.7% | 28% | 6% | 23% | 0.0% | -2% | 29% | i | 1.3
Cc1cccc(S(=O)(=O)Nc2ccc(-c3nc4ccc(C)cc4s3)cc2)c1 | 4.5% | 13% | -13% | -96% | -36% | 0.9% | 17% | -31% | i | 0.6
CCOC(=O)c1cnc2cc(F)c(F)cc2c1N1CCOCC1 | 0.8% | 0.3% | -9% | -10% | -11% | -0.1% | -4% | -35% | i | 0.5

Three compounds already listed, arranged by the number in Myeloid diff 2 GFP+ MAC1+ %, ascending:
SMILES	HIV peptide binding	KOR beta-arrestin-1	GPR35 arrestin U2OS	NOD2 inhibition	NOD1 NF-kB reporter	KOR beta-arrestin-2	Myeloid diff 2 GFP+ MAC1+ %
O=C(NN=C1CCCCCCCCCCC1)c1cccc(S(=O)(=O)N2CCOCC2)c1	1.7%	3.6%	11%	14%	2%	-5%	0.5
COc1ccc(CNC(=O)Cn2c(=O)oc3cc(S(=O)(=O)N4CCCC4)ccc32)cc1	-3.1%	-5.7%	28%	6%	23%	29%	1.3
CC(=O)c1ccc(NS(=O)(=O)c2ccc(C)cc2)cc1	-2.8%	·	-4%	10%	-19%	-8%	1.6
